# Source: PubChem
# NCOA1 inh – human NCOA1 inhibition; Q15788; HEK293 GAL4-SRC1 luciferase reporter, luminescence; inhibition, % at 3.6 µM; 0.12% of 360,000 active;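 active means inhibition above the campaign mean plus 3 SD, with each screening campaign given its own cutoff, cut at about 60% in these data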;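 further: 0% = DMSO treated cells and 100% = gossypol at 36 µM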
# TROY NFkB inh – blocks TROY-dependent signaling in reporter cells | inhibition, % at 10 µM | Q293 LMP1-TROYcd NF-kB luciferase reporter, 4 h | 0.98% of 360,000 active;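 active means compounds whose plate-normalised and pattern-corrected inhibition of the luciferase reporter signal at the single screening dose is 50% or more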
# TWEAK-Fn14 inh – inhibitors of TWEAK-Fn14 interaction signaling; TWEAK-stimulated Fn14 reporter cells, luciferase luminescence, 8 h; inhibition, % at 10 µM; 2% of 360,000 active; AID 1159606; in the data active means inhibition above about 50%
# CF NFkB inh – blocks PAF-induced NF-kB reporter in cystic fibrosis cells. 0.86% of 360,000 active. AID 588850. KKLEB NF-kB-GFP reporter, GFP fluorescence overnight. inhibition, % at 5 µM;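 active means at least 50% inhibition at 5 µM, scaled per plate between neutral and stimulator controls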;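 further: PAF is a Pseudomonas aeruginosa culture filtrate used as stimulus; plate controls were PAF-stimulated DMSO wells for no effect and unstimulated DMSO wells for full effect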
# NR5A2 inv ag – suppresses constitutive activity of human LRH-1 | inhibition, % at 3.6 µM | 0.13% of 360,000 active | HEK293T StAR-luciferase reporter, LRH-1 transfected, 24 h;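 active means inhibition above the mean inhibition of all tested compounds plus 3 SD, cut at about 73% in these data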;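 further: 0% = DMSO wells and 100% = reporter-only cells lacking LRH-1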
# Target sequence (O00482 whole entry, looked up): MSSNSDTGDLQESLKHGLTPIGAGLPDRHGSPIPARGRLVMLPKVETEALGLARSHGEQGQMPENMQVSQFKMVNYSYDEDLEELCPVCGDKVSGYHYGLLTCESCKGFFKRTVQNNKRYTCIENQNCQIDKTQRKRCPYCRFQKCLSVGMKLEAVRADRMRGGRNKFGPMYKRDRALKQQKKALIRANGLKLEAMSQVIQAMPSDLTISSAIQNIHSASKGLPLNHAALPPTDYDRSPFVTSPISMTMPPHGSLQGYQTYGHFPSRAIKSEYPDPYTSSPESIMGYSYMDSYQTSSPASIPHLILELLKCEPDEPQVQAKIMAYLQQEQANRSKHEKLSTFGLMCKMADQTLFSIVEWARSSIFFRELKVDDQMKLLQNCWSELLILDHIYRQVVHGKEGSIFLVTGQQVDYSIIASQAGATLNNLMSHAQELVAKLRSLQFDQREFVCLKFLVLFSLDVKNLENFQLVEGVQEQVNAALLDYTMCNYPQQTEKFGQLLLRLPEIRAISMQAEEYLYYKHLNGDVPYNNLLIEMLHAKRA
# LMP1 NFkB inh – inhibitors of Epstein-Barr LMP1-induced NF-kappaB reporter | LMP1-induced NF-kappaB luciferase reporter cells, luminescence | inhibition, % at 12.5 µM | 0.69% of 350,000 active | AID 504558; in the data active means inhibition above about 41%;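 further: 0% = neutral control wells and 100% = reference inhibitor control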
# NCOA2 inhibitor – inhibits human steroid receptor coactivator 2; Q15596; HEK293 GAL4-SRC2 luciferase reporter, luminescence; inhibition, % at 9 µM; 0.17% of 370,000 active; AID 651957;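 active means inhibition above the mean inhibition of all tested compounds plus 3 SD, set per campaign, cut at about 52% in these data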;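 further: 0% = DMSO treated cells and 100% = cells given Gossypol at 36 µM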
# NCOA3 inh – inhibits human SRC3 coactivator; Q9Y6Q9; HEK293 GAL4-SRC3 luciferase reporter, luminescence; inhibition, % at 3.6 µM; 0.17% of 360,000 active; AID 588352;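 active means inhibition above a per-campaign cutoff, the mean of all compounds plus 3 SD, cut at about 60% in these data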;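 further: 0% = DMSO-treated cells and 100% = gossypol-treated cells at 36 µM; higher means less SRC3-driven luciferase light from the GAL4 reporter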
# KKLEB tox – CF airway cell cytotoxicity counter-screen. 0.36% of 360,000 active. KKLEB CF airway cells viability, ATPlite luminescence, overnight; stronger effect = lower value; cells stimulated with P. aeruginosa culture filtrate. activity change (cytotoxicity), % at 5 µM;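 active means corrected activity change at or below -50% at 5 µM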
# NR2F2 inh – NR2F2 (human) inhibition, primary screen | AID 686940 | 0.7% of 370,000 active | HEK293T NGFI-A luciferase reporter, luminescence | inhibition, % at 8.6 µM | P24468;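 active means inhibition above a per-plate cutoff, mean inhibition of test wells between control levels plus 3 SD, cut at about 38% in these data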;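 further: cells cotransfected with COUP-TFII expression vector driving the NGFI-A reporter; 0% = median of COUP-TF2 test wells and 100% = reporter-only cells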
# Target sequence (P24468 whole entry, looked up): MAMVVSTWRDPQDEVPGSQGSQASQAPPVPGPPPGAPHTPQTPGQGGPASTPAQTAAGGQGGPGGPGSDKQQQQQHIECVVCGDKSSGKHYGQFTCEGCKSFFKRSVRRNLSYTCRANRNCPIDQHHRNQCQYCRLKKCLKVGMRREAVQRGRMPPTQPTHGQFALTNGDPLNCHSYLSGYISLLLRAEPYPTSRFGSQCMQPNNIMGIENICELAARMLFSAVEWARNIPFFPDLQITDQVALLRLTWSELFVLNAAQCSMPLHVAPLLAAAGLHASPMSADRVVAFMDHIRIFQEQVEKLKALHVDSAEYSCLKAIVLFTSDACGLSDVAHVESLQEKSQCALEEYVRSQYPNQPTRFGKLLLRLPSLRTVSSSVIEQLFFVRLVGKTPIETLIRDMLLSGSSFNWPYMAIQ
# C8 TRAIL sens – sensitizes caspase-8 expressing cells to TRAIL. inhibition (viability loss, TRAIL sensitization), % at 10 µM. 1% of 360,000 active. NB7+C8 cells + TRAIL, ATPlite viability luminescence. AID 624354;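 active means compounds causing at least 50% loss of cell viability in the single-dose screen, relative to plate controls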
# * hit, by the source's call; / = no result given.
SMILES,NCOA1 inh,TROY NFkB inh,TWEAK-Fn14 inh,CF NFkB inh,NR5A2 inv ag,LMP1 NFkB inh,NCOA2 inhibitor,NCOA3 inh,KKLEB tox,NR2F2 inh,C8 TRAIL sens
COCCn1c(=S)[nH]c2cc(C(=O)N(CCO)Cc3ccccc3)ccc2c1=O,6.1,7.1,2.9,-9.9,-11.7,7.4,-16.5,-7.1,7.5,-0.8,-18.2
O=Cc1ccc(OCc2cn(CC(=O)c3ccc(O)cc3)nn2)cc1,6.4,-8.5,1.9,-2.8,3.8,-3.4,2.0,8.4,2.7,-2.9,-15.6
CCNC(=O)CC1C(=O)N(c2ccc(F)cc2)C(=O)N1Cc1ccccn1 (configuration not stated),-2.0,6.3,-0.9,-5.5,4.4,-4.1,7.2,-1.1,1.7,-5.2,-6.4
Cc1cc(C(=O)CSc2nnc(CCC(N)=O)n2C)c(C)n1C1CC1,-8.9,3.3,2.9,6.9,-3.7,-8.5,-4.6,-5.8,-1.0,4.0,-13.8
O=C(COC(=O)C1CCC(N2C(=O)C3C4CCC(C4)C3C2=O)CC1)c1ccc(F)cc1 (configuration not stated),7.2,4.0,4.9,-10.9,-19.5,1.2,-12.4,5.3,3.2,8.9,12.8
O=C(OCC(=O)N1CCCC1)c1ccc(NS(=O)(=O)c2cccs2)cc1O,-8.3,-2.8,11.9,10.1,12.1,7.0,8.1,19.6,-4.3,25.2,-1.7
COC(=O)c1ccc2nc(-c3ccco3)c(Cc3cccc(F)c3)n2c1,-8.4,-0.2,2.7,12.7,-2.2,/,-4.5,-6.0,-0.1,8.3,16.8
COc1cc(OC)cc(-c2sc3ccc(OC)cc3c2-c2ccc(OCCN3CCCCC3)cc2)c1,-6.7,9.6,-29.9,68.6*,-5.1,6.3,/,-19.7,-75.0*,/,20.6
O=C(Oc1ccc2ccc(=O)oc2c1)c1cccs1,13.3,2.1,-15.1,7.2,-9.2,0.1,-21.2,5.5,2.5,-3.0,-6.5
CCOC(=O)C1=C(c2ccccc2)N2CCS(=O)(=O)N=C2S1,13.3,3.5,8.3,6.8,-6.8,2.2,-3.8,-1.4,-10.5,-3.6,-8.4
CN(C)/C=C(\C#N)C(=O)c1cccnc1Oc1ccc(F)cc1F,7.1,-7.1,9.1,14.3,7.4,1.4,-7.0,-5.4,-14.4,4.3,0.3
COc1ccc(CCNC(=O)C2CC3Cn4c(nc5cc6ccccc6cc54)C3N2C)cc1 (configuration not stated),-1.4,-2.2,2.8,12.8,13.6,1.0,23.3,6.2,-11.1,0.5,15.3
O=C(O)/C=C\c1ccccc1Oc1cccc(Cl)c1,4.4,14.4,-15.3,2.3,12.9,-5.6,-19.9,5.2,8.5,15.9,6.3
CCOc1cc(C=O)cc(N=Nc2cccc([N+](=O)[O-])c2)c1O,-5.8,19.0,24.1,-0.8,-7.5,-9.7,-2.0,0.4,-3.4,-6.0,-1.1
O=C(O)CCN1CCc2ccccc2C1c1ccncc1 (configuration not stated),9.5,-18.0,-6.2,2.2,-1.9,4.6,-19.2,2.9,0.0,-3.0,-24.1
CC(C)COc1ccc2[nH]c3c(c2c1)CCCC3=O,-19.9,-32.3,-16.4,7.1,-13.2,4.9,-5.8,-12.9,-11.6,-9.8,-9.1
COP(=O)(OC)C(Nc1ccc(C)cc1)c1ccc([N+](=O)[O-])cc1 (configuration not stated),-50.3,-84.0,-23.6,11.0,-50.5,-9.5,-22.5,-25.1,-9.1,-4.8,-6.6
O=[N+]([O-])/C(=C\Nc1ccccc1Cl)S(=O)(=O)c1ccccc1,-14.4,-3.0,-9.5,-0.9,6.6,-9.0,/,13.0,4.4,/,-12.1
CCCc1nnc(NS(=O)(=O)c2ccc(C)cc2)o1,13.8,3.9,2.7,19.1,-22.3,2.6,-5.9,-26.7,-13.3,8.7,-7.0
O=C1CCCN1CCNC(=S)Nc1ccccc1,-3.5,1.8,12.4,0.4,14.6,-2.4,-42.4,5.6,6.2,3.1,-8.7
Cc1cccc(C(=O)NNc2ncnc3c2cnn3C)c1,-28.6,22.0,-6.9,0.4,-4.3,-2.7,-24.6,9.8,1.3,6.9,11.6
O=S(=O)(c1ccccc1)N1CCN(c2ncccn2)CC1,11.5,-9.5,1.0,0.6,2.2,-4.8,-5.9,-45.8,-4.9,0.3,0.5
Cc1ccc(C(=O)N(CN2CCCC2=O)c2ccccc2)cc1C,14.6,-15.3,-1.5,-7.8,19.6,-16.2,9.4,-11.5,13.0,2.8,-3.1
O=C(N/N=C/c1ccco1)c1cnccn1,-12.7,-2.5,-1.0,2.0,-19.4,-3.1,4.3,-21.7,-7.3,-13.4,-5.8
O=c1oc(-c2ccccc2)cc(Cl)c1Cl,13.8,31.3,30.6,74.0*,3.0,8.4,-33.8,-9.6,-103.0*,-14.3,35.8
# The list goes on.
SMILES,NCOA1 inh,TROY NFkB inh,TWEAK-Fn14 inh,CF NFkB inh,NR5A2 inv ag,LMP1 NFkB inh,NCOA2 inhibitor,NCOA3 inh,KKLEB tox,NR2F2 inh,C8 TRAIL sens
C=CCn1c2ccccc2c2nnc(SCC(=O)Nc3c(C)n(C)n(-c4ccccc4)c3=O)nc21,-21.2,3.3,11.3,-1.2,-1.1,4.1,3.6,-3.6,-13.4,5.4,2.0
CCCCNC(=O)/C(C#N)=C/c1ccc(F)cc1F,2.7,-12.6,-32.9,2.0,-9.8,19.3,-15.4,9.9,-1.0,3.4,-3.4
CN(CC(=O)Nc1ccccc1)CC(=O)Nc1ccccc1Cl,-7.9,-16.2,-3.1,-5.6,-38.0,-7.2,-20.0,-20.2,6.1,2.1,27.8
CCOC(=O)c1ccc(NS(=O)(=O)c2cc(C)ccc2OC)cc1,-21.8,7.8,22.4,0.9,9.1,6.6,6.5,3.2,5.2,14.2,-0.3
O=C(/C=C/c1cccc2ccccc12)NCCC1=CCCCC1,-11.4,-69.7,-83.3,-3.4,-45.3,-7.7,12.9,-12.3,7.3,-9.6,-0.4
CN(c1ccccc1)S(=O)(=O)c1cccc(C(=O)Nc2ccc(N3CCOCC3)cc2)c1,-10.6,3.8,-6.1,5.2,-21.8,-1.1,29.4,-18.1,4.6,22.9,-3.5
O=C(N/N=C/c1cccs1)C1COc2ccccc2O1 (configuration not stated),-14.9,-23.5,6.0,18.3,-10.6,-34.8,-3.7,-3.3,-12.5,-13.2,12.9
CCOC(=O)C1(Cc2cccc(OC)c2)CCCN(C(=O)CSC)C1 (configuration not stated),-41.0,-53.6,-6.9,0.1,-34.8,-10.8,-30.6,-57.1,3.3,-10.2,2.0
CCOc1cc(NC(=S)NCc2ccco2)c(OCC)cc1NC(C)=O,9.3,-12.0,-0.1,-3.0,12.2,6.4,8.0,11.1,6.6,9.0,-16.4
CCCOC(=O)/C(=C\C=C\c1ccco1)NC(=O)c1ccccc1,10.9,-1.2,2.1,-3.8,-10.1,-17.8,-15.7,-7.2,10.0,2.0,-1.6
CCC1(c2ccc(F)cc2)NC(=O)N(CC(=O)c2cc(C)n(C3CC3)c2C)C1=O (configuration not stated),20.9,-14.5,7.2,10.8,-26.5,-7.2,-13.9,-9.8,5.9,10.9,2.2
Cc1ccc(-c2nn3c(C)nnc3c3ccccc23)cc1S(=O)(=O)NCc1ccccc1,14.1,4.9,31.4,-67.0,26.6,-6.3,-0.3,11.9,-24.9,12.4,52.3*
CC(=O)c1ccc(Nc2nc(C(N)COCc3ccccc3)cs2)cc1 (configuration not stated),-18.3,3.1,10.5,-21.0,-9.4,/,21.8,-5.5,11.1,-4.5,6.4
O=C(Nc1ccc(S(=O)(=O)N2CCCC2)cc1)N1c2ccccc2Sc2ccccc21,4.0,-2.1,13.3,1.2,13.1,-8.5,-1.9,6.0,1.4,1.4,13.3
Cc1c(C(=O)N2CCC(Cc3ccccc3)CC2)sc2ncnc(N3CCC(C)CC3)c12,-10.1,27.5,13.2,-1.9,6.6,13.0,-13.3,-9.1,6.2,-23.0,-2.4
Cc1ccc(C(C(=O)NCc2ccco2)N(C(=O)CNC(=O)c2cccs2)c2c(C)cc(C)cc2C)cc1 (configuration not stated),0.5,0.0,-17.7,28.3,7.7,-47.1,10.8,13.3,-34.3,6.5,2.9
Cc1cc(NC(=O)c2ccccc2Oc2ccccc2)no1,-16.1,7.0,1.4,-26.9,25.2,-6.3,-4.0,13.5,13.0,8.0,4.8
CC(C)C(=O)Nc1nnc(NC(=S)Nc2ccccc2)s1,-96.6,-44.6,-14.1,10.2,-83.5,2.9,-19.7,-50.5,12.4,-33.6,7.9
Cc1ccccc1SCC(=O)Nc1cc(S(=O)(=O)N2CCOCC2)ccc1N1CCOCC1,-9.2,5.0,-7.3,11.3,14.3,-2.3,-0.1,12.0,0.1,23.2,-16.1
C=C(C)CSc1nnc([C@@H]2CCCN2C(=O)OC(C)(C)C)o1,5.1,-11.0,-1.9,-15.6,13.2,-4.5,-25.4,13.5,9.5,2.4,14.1
O=C1CC(=O)Nc2cc(S(=O)(=O)N3CCOc4ccc(Cl)cc43)ccc2N1,-4.4,7.5,27.7,9.7,9.0,1.5,-21.1,2.2,-1.0,-3.5,-7.3
c1ccc(-c2noc(CN3CCN(C(c4ccccc4)c4ccccc4)CC3)n2)cc1,-17.3,17.9,3.7,-5.2,-3.4,-19.9,-10.2,4.8,12.8,-7.7,12.0
CC(=O)c1ccc(NC(=O)C(C)N2CCN(C/C=C/c3ccccc3)CC2)cc1 (configuration not stated),-24.2,-12.7,-11.6,-25.0,7.4,2.7,1.0,23.5,-4.8,8.8,-3.1
COc1ccccc1NC(=O)CN(Cc1ccco1)C(=O)c1cc(Cl)c(OC)c(OC)c1,15.7,-5.4,15.2,-32.9,-7.8,9.5,0.7,-13.6,9.7,11.0,-5.5
O=C(O)C1CC=CCC1C(=O)Nc1cccnc1 (configuration not stated),-7.1,-22.1,-5.9,5.0,5.2,-5.9,-22.4,15.0,-1.5,0.1,3.6

# Look-ups from the results shown:
# Under KKLEB tox, CC(C)COc1ccc2[nH]c3c(c2c1)CCCC3=O has -11.6
# Under LMP1 NFkB inh, O=C(OCC(=O)N1CCCC1)c1ccc(NS(=O)(=O)c2cccs2)cc1O has 7.0

# Remaining list, next part
SMILES,NCOA1 inh,TROY NFkB inh,TWEAK-Fn14 inh,CF NFkB inh,NR5A2 inv ag,LMP1 NFkB inh,NCOA2 inhibitor,NCOA3 inh,KKLEB tox,NR2F2 inh,C8 TRAIL sens
CCCCCC(=O)Nc1ccc2oc(-c3cccnc3)nc2c1,-23.9,-8.9,13.9,4.6,-40.4,-7.1,-3.9,-38.8,-0.4,3.0,15.5
Cc1cccc(C(=O)NCC(=O)N2CCN(S(=O)(=O)c3ccc4c(c3)OCCO4)CC2)c1,0.0,-11.1,-0.6,-27.6,-11.7,2.6,2.5,-3.3,-5.0,11.8,-7.7
C=CCn1c(N)c(C(=O)OC(C)CC)c2nc3ccccc3nc21 (configuration not stated),-25.7,38.4,24.7,8.8,22.0,2.0,-4.6,5.9,-12.0,11.4,-6.3
COc1cc(OC)cc(C(=O)NC(=S)N2CCCCCC2)c1,-9.7,-16.0,19.1,4.6,8.3,-8.1,-20.6,-26.9,2.2,12.0,-3.8
Cc1nn(Cc2ccccc2)c(C)c1CCC(=O)O,1.6,-11.0,0.0,3.0,8.2,26.6,-17.3,10.0,1.0,2.1,6.9
O=C(NCc1ccc(F)cc1F)[C@@H]1CCCN1C(=O)[C@@H]1CCCN1C(=O)c1ccccc1,/,-3.8,15.2,/,2.3,/,-16.3,/,/,-2.6,-6.5
